Screening results from PubChem BioAssay.
TAAR1 antagonist: human TAAR1 antagonism; CHO RD-HGA16 TAAR1, Fluo-8 calcium fluorescence, antagonist; 1.5% of 360,000 active; Q96RJ0; inhibition, % at 3 µM; AID 624466;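 active means inhibition above a per-plate cutoff, the mean inhibition of test compounds on that plate plus 3 SD, cut at about 49% in these data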;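 further: 0% = DMSO plus EC80 beta-PEA response and 100% = DMSO alone without agonist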
Target sequence (Q96RJ0 whole entry, looked up): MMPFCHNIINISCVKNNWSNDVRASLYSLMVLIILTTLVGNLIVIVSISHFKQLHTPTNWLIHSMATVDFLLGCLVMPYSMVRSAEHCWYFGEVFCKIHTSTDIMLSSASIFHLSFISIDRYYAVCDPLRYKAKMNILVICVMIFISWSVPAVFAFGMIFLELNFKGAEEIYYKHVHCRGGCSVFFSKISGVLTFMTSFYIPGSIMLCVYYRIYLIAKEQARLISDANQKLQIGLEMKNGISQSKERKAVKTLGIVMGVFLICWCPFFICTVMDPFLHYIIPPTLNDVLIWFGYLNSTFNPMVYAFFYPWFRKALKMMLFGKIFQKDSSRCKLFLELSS
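Test system – hTAAR1-expressing CHO RD-HGA16 cells, Gα16-coupled · Reagent – β-PEA at EC80 concentration, post-compound challenge · Compound dosing – 3 µM, single point · Timing – 140 s kinetic read after compound, 140 s after agonist · Detection – Fluo-8 intracellular calcium dye fluorescence, real-time kinetic reads · Control set – DMSO and EC80 PEA controls · Repeats – n of 1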
TAAR1 agonist: agonists of human TAAR1. Q96RJ0. CHO RD-HGA16 TAAR1, Fluo-8 calcium fluorescence; vehicle wells 0%, saturating PEA agonist 100%. activation, % at 3 µM. 0.99% of 360,000 active;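 active means activation above the mean activation of all test compounds in the run plus 3 SD, cut at about 38% in these data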
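Assay system – CHO-derived RD-HGA16 cells with stable Gα16 and human TAAR1 · Compound dosing – one-point dosing at 3 µM (nominal) · Incubation – 17-24 h seeding, 75 min 37 °C dye, 30 min RT · Measured by – kinetic Fluo-8 calcium fluorescence · Control set – DMSO vehicle as 0%, PEA at EC100 as 100% · Repeats – single well for each compound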
M5 ag: agonists of human muscarinic M5 receptor (CHRM5) | activation, % at 3 µM | CHO-K1 hM5 cells, Fluo-8 calcium fluorescence; 0% DMSO wells, 100% maximal acetylcholine response | 0.19% of 360,000 active | P08912;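 active means activation above the run's mean over test compounds plus 3 SD, cut at about 23% in these data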;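 further: signal is peak over basal fluorescence ratio across the kinetic read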
M5 antag: CHRM5 antagonism in calcium assay. CHO-hM5 cells, Fluo-8 calcium fluorescence, ACh EC80. P08912. 0.59% of 360,000 active. inhibition, % at 3 µM;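 active means inhibition above a per-plate cutoff, the mean of that plate's test compounds plus 3 SD, cut at about 27% in these data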;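 further: 0% = acetylcholine EC80 with DMSO and 100% = DMSO without agonist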
CRFR2-BP antag: blocks CRF-induced signaling of the CRF-BP/CRF-R2 complex; HEK293 CRF-R2/CRF-BP, CRF-induced calcium fluorescence; inhibition, % at 11.8 µM; 0.59% of 350,000 active; AID 588475;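 active means inhibition of the ligand-induced calcium signal above about 50% at the single tested concentration, limit read from the data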
M5 PAM: potentiates acetylcholine response at human M5 receptor; P08912; activation, % at 3 µM; CHO-K1 hM5, Fluo-8 calcium, ACh EC20 PAM; 0% = ACh EC20, 100% = ACh EC100; 0.3% of 360,000 active;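 active means activation above the run cutoff, the mean activation of all test compounds plus 3 SD, cut at about 18% in these data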
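Assay system: CHO-K1 hM5 cells. Also added: acetylcholine at EC20 concentration, added after compound. Dosing: 3 µM, single dose. Times: compound preincubation 140 s before EC20 acetylcholine addition. Signal: Fluo-8 calcium fluorescence. Measure: % activation relative to EC20 and EC100 ACh responses. Repeats: singlicate, one well per test compound.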
CHRM4 PAM: CHRM4 positive allosteric modulation; P08173; CHO-K1 hM4/Gqi5, Fluo-8 calcium fluorescence, ACh EC20; 0% = ACh EC20, 100% = maximal ACh; activation, % at 3 µM; 0.4% of 360,000 active; AID 624126;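 active means activation above its plate's cutoff, the mean activation of sample wells plus 3 SD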; further: some results filed as inactive read as strong as hits
Target sequence (P08173 whole entry, looked up): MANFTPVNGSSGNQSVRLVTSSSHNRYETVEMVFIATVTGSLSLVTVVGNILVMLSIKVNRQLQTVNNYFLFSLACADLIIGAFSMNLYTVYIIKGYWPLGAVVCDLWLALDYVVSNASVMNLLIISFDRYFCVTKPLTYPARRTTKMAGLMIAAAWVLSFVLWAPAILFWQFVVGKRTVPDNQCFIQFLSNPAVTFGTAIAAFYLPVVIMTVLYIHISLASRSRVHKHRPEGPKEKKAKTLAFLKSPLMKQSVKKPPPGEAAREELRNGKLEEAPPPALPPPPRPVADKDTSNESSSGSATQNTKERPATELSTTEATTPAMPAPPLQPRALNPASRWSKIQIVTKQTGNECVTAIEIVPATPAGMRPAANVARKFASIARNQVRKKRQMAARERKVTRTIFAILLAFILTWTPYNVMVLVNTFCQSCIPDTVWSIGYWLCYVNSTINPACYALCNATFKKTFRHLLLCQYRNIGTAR
CHO-K1 Ca PAM: nonselective activator or artifact in parental CHO-K1 calcium assay; ATP EC20, Fluo-8 calcium fluorescence; 0% at ATP EC20, 100% at ATP max; activation, % at 3 µM; 0.02% of 360,000 active; AID 602247;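 active means activation above the run cutoff, the mean activation of all test compounds plus 3 SD, cut at about 40% in these data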;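 further: peak over basal fluorescence ratio in a 140 s read after ATP addition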
CRFBP-R2 agonist: agonists of human CRF-binding protein/CRF-R2 receptor complex | HEK293 CRF-R2/CRF-BP, calcium dye fluorescence (FLIPR); percent of saturating CRF peptide response | activation, % at 13.2 µM | 0.46% of 350,000 active;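 active means activation of at least 50%, plus an integration ratio under a set limit after plate pattern correction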;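 further: plate controls were neutral control wells without compound for no effect and CRF at EC100 for full effect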
* hit, by the source's call; x = not tested or not shown.

SMILES | TAAR1 antagonist | TAAR1 agonist | M5 ag | M5 antag | CRFR2-BP antag | M5 PAM | CHRM4 PAM | CHO-K1 Ca PAM | CRFBP-R2 agonist
CCOC(=O)C(Cc1ccc(O)cc1)Nc1nc2ccccc2o1 (stereo not given) | -15 | 0 | 2 | -8 | 13 | 4 | -2 | -19 | -2.9
COC(=O)C(Cc1ccccc1)NC(=O)c1cc(=O)[nH]c2ccccc12 (stereo not given) | -28 | 5 | -1 | -4 | 3 | 7 | 1 | -6 | 0.5
Cc1ccc(NC(=O)c2ccc(CSc3nccc(C)n3)cc2)cc1 | 23 | 4 | -6 | 3 | 8 | -7 | -5 | 8 | 1.0
COc1ccc2c(c1)cc1c(=O)n(CC(=O)NC(C)CCc3ccccc3)nc(C)n12 (stereo not given) | -11 | 2 | -4 | -11 | -1 | 6 | 15* | 21 | 0.4
CCOC(=O)c1c(NC(=O)CN2CCCCC2)sc(CN(C)C)c1-c1ccccc1 | -9 | 18 | 1 | -15 | -183 | 12 | -2 | 20 | 0.0
Oc1ccc(CN2CCC(Cc3ccccc3)CC2)c2cccnc12 | 2 | 5 | x | x | -52 | x | x | x | 0.5
COC(=O)c1cccc(Cn2c(Cl)c(/C=N/NC(=O)c3ccco3)sc2=O)c1 | -8 | -1 | -3 | 3 | -17 | -4 | 0 | 8 | 1.2
CCOc1ccc(CCNc2nc3ccccc3n3c(C)nnc23)cc1OCC | 3 | -1 | -1 | 4 | -8 | -2 | 3 | -14 | 3.0
COc1ccccc1-c1nc(N)n[nH]1 | 10 | 2 | 0 | 6 | 5 | 1 | -1 | 14 | -0.8
Cc1ccc2cccc(OCC(=O)Nc3cccc(S(=O)(=O)N4CCCC4)c3)c2n1 | 75* | 15 | 0 | 19 | 4 | -41 | -14 | -6 | 0.2
CC(C)CCc1c(O)nc(SCC(=O)N2CCCCCC2)[nH]c1=O | -8 | 7 | -2 | 1 | x | 3 | 0 | -4 | x
CCS(=O)(=O)c1nc(S(=O)(=O)c2ccc(C)cc2)c(NCCCN2CCOCC2)s1 | -8 | 3 | -8 | 8 | -12 | -1 | 7 | 0 | -1.1
N=C1C(c2nc3ccccc3s2)=C(O)CN1C1CCCCC1 | 3 | -1 | 0 | -4 | 2 | 4 | 4 | 9 | -1.9
O=c1c(O)c(-c2ccc(O)cc2)oc2cc(O)cc(O)c12 | -55 | 24 | 18 | 1 | -32 | 8 | 5 | 8 | -2.3
Cc1ccc2nc(SCC(=O)Nc3cccc(S(N)(=O)=O)c3)[nH]c2c1 | -9 | 0 | -2 | 3 | -4 | 1 | -11 | -3 | -0.7
CCCc1nc2ccccc2c(C(=O)OCC(=O)Nc2c(C)n(C)n(-c3ccccc3)c2=O)c1CC | 1 | -1 | -3 | 2 | 4 | -8 | 1 | 21 | -2.5
Cc1cc(NC(=O)CCN2C(=O)C3C4C=CC(C4)C3C2=O)ccc1Br (stereo not given) | 28 | 7 | 7 | 12 | -23 | -3 | 5 | 15 | 4.3
Cc1ccccc1Nc1scc(-c2ccc(Br)cc2)[n+]1-c1ccccc1C | 32 | 0 | -4 | 14 | 56* | -7 | -11 | 24 | 0.0
CC(=O)NC12CC3CC(C1)CC(C(=O)NCC(=O)Nc1c(C)cc(C)cc1C)(C3)C2 | -18 | 6 | 2 | -1 | -4 | 5 | 11 | -14 | -0.2
Cn1c(N/N=C\c2cccc(O)c2)cc(=O)n(C)c1=O | 7 | 52* | 0 | -1 | 7 | 2 | 1 | 1 | -1.5
CN(C)S(=O)(=O)c1cccc(C(=O)NCC2CCCCC2)c1 | -6 | 0 | -4 | 4 | -13 | 0 | 4 | 6 | -1.0
O=C(NC(=S)NC(CO)c1ccccc1)c1ccc(F)cc1 (stereo not given) | 3 | 0 | 2 | -4 | 5 | 2 | 15 | 7 | 3.5
O=C(Nc1ccc2nc3n(c(=O)c2c1)CCCCC3)c1ccccc1Cl | 31 | 5 | 2 | 4 | 1 | -6 | -1 | 4 | -1.5
O=C1NC[C@H](CC2CCCCC2)N(CC2CCCCC2)C1=O | 13 | 21 | 15 | 7 | -9 | 1 | 8 | 12 | 23
CSCC[C@H](NC(=O)COc1ccc(Cl)cc1)C(=O)N1CCC2(CC1)NCCc1[nH]cnc12 | 3 | 52* | -4 | -6 | 8 | 3 | 4 | 26 | -1.5

Random excerpt: 4 entries already listed
SMILES | TAAR1 antagonist | TAAR1 agonist | M5 ag | M5 antag | CRFR2-BP antag | M5 PAM | CHRM4 PAM | CHO-K1 Ca PAM | CRFBP-R2 agonist
Cc1cc(NC(=O)CCN2C(=O)C3C4C=CC(C4)C3C2=O)ccc1Br (stereo not given) | 28 | 7 | 7 | 12 | -23 | -3 | 5 | 15 | 4.3
CCOC(=O)C(Cc1ccc(O)cc1)Nc1nc2ccccc2o1 (stereo not given) | -15 | 0 | 2 | -8 | 13 | 4 | -2 | -19 | -2.9
CCCc1nc2ccccc2c(C(=O)OCC(=O)Nc2c(C)n(C)n(-c3ccccc3)c2=O)c1CC | 1 | -1 | -3 | 2 | 4 | -8 | 1 | 21 | -2.5
CC(=O)NC12CC3CC(C1)CC(C(=O)NCC(=O)Nc1c(C)cc(C)cc1C)(C3)C2 | -18 | 6 | 2 | -1 | -4 | 5 | 11 | -14 | -0.2

Later entries:
SMILES | TAAR1 antagonist | TAAR1 agonist | M5 ag | M5 antag | CRFR2-BP antag | M5 PAM | CHRM4 PAM | CHO-K1 Ca PAM | CRFBP-R2 agonist
CCCC(=O)N1CCCC(c2cc(C(=O)NCc3ccc(F)cc3)no2)C1 (stereo not given) | -6 | 1 | 2 | -5 | x | 4 | 12 | 4 | x
Cc1onc(-c2c(Cl)cccc2Cl)c1C(=O)N1CCOCC1 | 20 | -1 | -4 | 2 | 4 | 2 | -1 | 12 | 8.2
OC(CN(c1ccccc1)c1ccccc1)Cn1cnc2ccccc21 (stereo not given) | 57* | 9 | 0 | 9 | -20 | -6 | -5 | 9 | -1.0
Cc1nc(-c2ccccc2)sc1C(=O)NS(=O)(=O)c1ccc(CN2CCN(c3ccccc3)CC2)cc1 | -7 | 5 | 1 | -9 | x | 3 | 12 | 0 | x
Cc1ccc(/C=C/C(=O)c2c(C)cc(C)[nH]c2=O)cc1 | x | x | -3 | 0 | -4 | 4 | 4 | 22 | -0.7
CCc1ccc(NC(=O)CSc2nc3nc(C)cc(C)n3n2)cc1 | -17 | 1 | 0 | 8 | 7 | -1 | 2 | -28 | -0.3
COc1cc(O)c(C(CC(=O)N2CCN(c3ccccc3)CC2)c2cc(OC)c(OC)c(OC)c2)c(OC)c1 (stereo not given) | -5 | 5 | 0 | -1 | 5 | -2 | 10 | -7 | -3.9
C=CCn1c(Cc2cccs2)nnc1SCC(=O)Nc1cccc(OC)c1 | 13 | 3 | -1 | 4 | -16 | -4 | -8 | -1 | 2.6
Cc1nc2cc3ccccc3cc2c(=O)[nH]1 | -1 | 7 | -1 | 3 | -7 | -7 | 7 | 13 | 0.4
CC1(C(=O)NCc2cccc3ccccc23)CCN1Cc1ccc(-c2ccccc2)o1 (stereo not given) | -16 | 1 | -3 | -7 | x | -6 | -8 | -5 | x
COCCn1c(SCC(=O)NCc2ccccc2)nnc1-c1ccco1 | -9 | 8 | -2 | 3 | -21 | 2 | 18* | 24 | 1.6
CC(C)NC(=O)c1cccc(C(F)(F)F)c1 | 13 | 4 | -1 | 1 | 21 | 3 | 5 | 11 | -0.2
O=C(CCNC(=O)c1ccccc1Cl)Nc1ccc2c(c1)OCCO2 | -23 | 2 | -1 | -1 | -4 | -2 | 6 | 20 | 0.5
O=c1[nH]c2ccsc2c(=O)n1-c1ccc(F)c(Cl)c1 | -8 | 13 | -2 | 2 | -6 | -2 | -1 | 22 | -0.2
COc1ccc(C(c2nnnn2C(C)C)N2CCN(C(=O)c3ccco3)CC2)cc1 (stereo not given) | -18 | 2 | -3 | 5 | 2 | -1 | 5 | -1 | 1.1
CCOC(=O)c1ccc(N(CC(=O)NC2CCCCC2)C(=O)CNC(=O)c2ccco2)cc1 | -11 | 3 | 0 | 2 | -8 | 0 | 0 | -3 | -0.6
CC1CCN(C(=O)Cn2c(=O)oc3ccccc32)CC1 | -1 | 2 | -5 | -14 | -12 | 9 | 11 | 21 | 0.7
Cc1ccc(N=C(c2cccs2)N2CCOCC2)cc1 | 0 | 1 | -12 | -10 | 6 | -1 | 3 | 10 | -0.8
COc1ccccc1/C=C/C(=O)c1ccccc1 | 2 | 1 | -5 | -2 | 16 | -2 | 4 | 16 | -3.6
Cn1c(-c2ccc3c(c2)OCO3)cnc1NCc1cccc(Cl)c1 | x | x | -7 | 12 | -8 | -20 | -25 | 9 | 1.5
COc1ccccc1NC(=O)c1cc2c(CO)cnc(C)c2oc1=Nc1ccccc1 | -7 | 4 | -3 | 6 | 2 | -2 | 4 | 12 | 0.1
CCCC(=O)Nc1nc2n(n1)C(c1ccccc1)CC(=O)N2 (stereo not given) | 9 | 5 | 1 | -5 | 0 | 4 | -3 | 15 | 0.0
C/C(=N\NC(=O)c1nn(C)cc1Br)c1cccc(NC(=O)C(C)(C)C)c1 | 9 | 6 | -2 | -1 | 3 | 0 | -4 | 14 | 0.1
Cc1cc(C)c(S(=O)(=O)c2ccccc2)c(Cl)n1 | -8 | 1 | 0 | 12 | -17 | -2 | 10 | 14 | 1.7
COc1ccc2nc(SCc3cnc(C)nc3N)[nH]c2c1 | -15 | 3 | 1 | 5 | 0 | 4 | 7 | 18 | -1.6

The results go on.
SMILES | TAAR1 antagonist | TAAR1 agonist | M5 ag | M5 antag | CRFR2-BP antag | M5 PAM | CHRM4 PAM | CHO-K1 Ca PAM | CRFBP-R2 agonist
O=C(COc1ccc(Br)cc1Br)NNC(=O)c1cccs1 | 5 | -2 | -2 | 5 | -4 | -2 | -1 | 5 | 0.4
Cc1ccc(NCN2C(=O)C3C4C=CC(C4)C3C2=O)cc1 (stereo not given) | -14 | 1 | -9 | -1 | 16 | -2 | -2 | 11 | -0.7
CC(C)(C)c1[nH]nc2c1C(c1ccccc1OC(=O)N1CCOCC1)C(C#N)=C(N)O2 (stereo not given) | 1 | 6 | 1 | 1 | -6 | 2 | 0 | 12 | -0.1
Cc1cc(C)nc(N2CCCC(C(=O)NCC(c3ccccc3)c3ccccc3)C2)n1 (stereo not given) | 1 | 1 | -1 | 5 | 47 | -3 | 0 | -9 | 0.6
CN=c1scc(-c2cccs2)n1/N=C/c1ccccc1O | 33 | 3 | -1 | 16 | 22 | -6 | -2 | 18 | 7.6
O=C(CCC1CCCN(C(=O)Cc2cccc(F)c2)C1)N1CCN(c2ccccn2)CC1 (stereo not given) | -12 | 3 | 1 | 8 | 47 | -10 | -2 | 4 | -3.6
CNc1nc(Nc2ccc([N+](=O)[O-])cc2)nc(OCC(F)(F)F)n1 | -5 | -1 | 4 | 2 | 11 | 2 | 2 | 2 | -3.0
NC(c1ccncc1)c1ccc(Cl)cc1 (stereo not given) | -1 | 0 | 0 | -4 | 12 | -2 | 4 | 12 | -1.0
Cc1nc(Nc2ccc(Cl)cc2)c(C#N)c(=O)[nH]1 | -13 | 3 | -8 | 22 | 2 | -3 | 2 | -18 | 0.9
